E coli Lon inh: inhibitors of E. coli Lon protease, primary screen, biochemical, fluorescence polarization; P0A9M0; purified E. coli Lon protease; inhibition, % at 7.94 µM; 360,000 tested, 0.42% active; AID 602123, 2011; in the data active = inhibition above about 13%, passing the limit was not always enough;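 also: 0% = enzyme with probe and DMSO and 100% = no enzyme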
Scp1 inh: Scp-1 phosphatase inhibitors, primary screen, biochemical, colorimetric, uHTS. Recombinant Scp1, phosphopeptide, malachite green phosphate absorbance. inhibition, % at 20 µM. 340,000 tested, 0.88% active. AID 493091, 2011;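 active = inhibition above about 50% at 20 µM, limit read from the data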;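 also: plate controls were DMSO wells with enzyme for no effect and wells lacking enzyme for full effect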
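Material: truncated SCP-1 phosphatase (76-261aa) / Buffer or medium: 50 mM Tris acetate pH 5.5, 0.005% Tween-20, 10 mM MgCl2 / Compound dosing: one concentration, 20 µM, with 1.0% DMSO / Incubation: 45 min room-temperature reaction, 5 min colour, 30 min stabiliser / Detection: colorimetric free-phosphate detection, absorbance 630 nm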
LMPTP inh: LMPTP phosphatase inhibitors, primary screen, biochemical, fluorescence intensity, uHTS. inhibition, % at 20 µM. AID 651560, 2012. recombinant LMPTP-A, OMFP fluorogenic substrate. 360,000 tested, 0.22% active. Low molecular weight phosphotyrosine protein phosphatase (Homo sapiens), P24666;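 active = compounds that cut the enzyme signal by at least half of the control window in the single-dose screen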;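 also: plate controls were DMSO wells with enzyme plus substrate for no effect and substrate without enzyme for full effect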
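Assay system: LMPTP-A phosphatase enzyme | Input: 0.625 nM enzyme | Also added: Fluorogenic phosphatase substrate OMFP at 400 µM final | Compound dosing: One test concentration per compound, 20 µM, with 3% DMSO overall | Schedule: 50 min enzyme reaction at room temperature, protected from light | Signal: Fluorescence intensity | Benchmarks: no-enzyme and uninhibited controls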
DNMT1 inh: human DNMT1 methyltransferase inhibitors, primary screen, biochemical, molecular beacon, fluorescence, HinP1I cleavage, uHTS. 360,000 tested, 0.83% active. AID 588458, 2011. inhibition (reported as % activation of signal), % at 10 µM. DNA (cytosine-5)-methyltransferase 1 (Homo sapiens), P26358; in the data active = inhibition above about 50%
Target sequence (P26358 504-1616 limits assumed): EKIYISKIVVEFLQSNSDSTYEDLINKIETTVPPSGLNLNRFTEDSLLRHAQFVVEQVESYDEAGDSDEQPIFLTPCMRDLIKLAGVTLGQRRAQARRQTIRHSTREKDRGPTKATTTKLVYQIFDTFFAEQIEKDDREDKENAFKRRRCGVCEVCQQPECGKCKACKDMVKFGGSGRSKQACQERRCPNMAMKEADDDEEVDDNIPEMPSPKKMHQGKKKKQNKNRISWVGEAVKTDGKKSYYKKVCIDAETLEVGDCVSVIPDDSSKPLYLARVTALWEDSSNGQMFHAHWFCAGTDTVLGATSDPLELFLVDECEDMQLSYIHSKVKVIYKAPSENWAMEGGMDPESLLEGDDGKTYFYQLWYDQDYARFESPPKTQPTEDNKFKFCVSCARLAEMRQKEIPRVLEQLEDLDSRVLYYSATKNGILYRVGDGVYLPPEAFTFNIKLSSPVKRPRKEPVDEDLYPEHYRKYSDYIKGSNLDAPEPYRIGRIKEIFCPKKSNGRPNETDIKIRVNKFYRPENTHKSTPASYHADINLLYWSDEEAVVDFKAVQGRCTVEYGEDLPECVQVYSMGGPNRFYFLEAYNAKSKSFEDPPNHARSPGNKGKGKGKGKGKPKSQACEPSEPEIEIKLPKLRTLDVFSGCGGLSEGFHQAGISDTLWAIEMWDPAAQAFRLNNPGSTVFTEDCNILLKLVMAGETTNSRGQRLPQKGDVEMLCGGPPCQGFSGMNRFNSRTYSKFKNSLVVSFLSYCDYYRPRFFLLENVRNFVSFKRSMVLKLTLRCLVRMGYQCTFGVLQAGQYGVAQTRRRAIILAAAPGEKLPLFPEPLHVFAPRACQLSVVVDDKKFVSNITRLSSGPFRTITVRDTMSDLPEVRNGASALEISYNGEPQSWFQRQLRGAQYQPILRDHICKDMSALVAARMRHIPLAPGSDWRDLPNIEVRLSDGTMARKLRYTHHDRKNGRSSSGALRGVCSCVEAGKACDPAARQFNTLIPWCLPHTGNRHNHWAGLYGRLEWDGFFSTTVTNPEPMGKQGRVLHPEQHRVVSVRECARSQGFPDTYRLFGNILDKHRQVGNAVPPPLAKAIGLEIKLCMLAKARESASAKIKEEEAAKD
NRP1-CendR mod: modulators of CendR peptide binding to NRP-1, primary screen, biochemical, fluorescence polarization, uHTS; FAM-RPARPAR peptide binding to NRP-1; inhibition, % at 25 µM; 360,000 tested, 0.85% active; AID 602438, 2012;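 active = inhibition or corrected inhibition above about 18%, plus a signal ratio from 0.5 to 1.5, limit read from the data, passing the limit was not always enough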; also: strong numbers were not always called active
bovine MsrA act: bovine MsrA enzyme activators, primary screen, biochemical, absorbance, HTS. AID 602163, 2012. purified bovine MsrA, absorbance read-out. Methionine sulfoxide reductase A (Bos taurus). activation, % at 10.6 µM. 360,000 tested, 0.3% active; in the data active = activation above about 7.5%;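 also: 0% = vehicle and 100% = reference activator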
Tb MetRS inh: T. brucei MetRS inhibitors, primary screen, biochemical, luminescence; methionyl-tRNA synthetase (Trypanosoma brucei brucei); purified T. brucei MetRS, ATP depletion, Kinase-Glo luminescence; inhibition, % at 11.9 µM; 360,000 tested, 0.4% active;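 active = inhibition above a per-plate cutoff of the control wells' mean inhibition plus 3 SD, cut at about 5.5% in these data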;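 also: 0% = DMSO wells median and 100% = median of wells with control inhibitor compound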
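Material: parasite MetRS enzyme / Replication: singlicate, one well per compound / Signal: luminescence of leftover ATP / Schedule: 2 h aminoacylation at 25 °C after 15 min preincubation / Medium: HEPES-MgCl2-KCl buffer plus DTT, spermine, BSA, pyrophosphatase / Doses: 11.9 µM single point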
MsrA inh: bovine MsrA enzyme inhibitors, primary screen, biochemical, absorbance, HTS; purified bovine MsrA, absorbance read-out; inhibition, % at 15.5 µM; AID 651718, 2012; Methionine sulfoxide reductase A (Bos taurus); 360,000 tested, 0.75% active; in the data active = inhibition above about 4.5%;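 also: 0% = vehicle wells with enzyme and 100% = reference inhibitor wells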
STEP inh: STEP phosphatase inhibitors, primary screen, biochemical, fluorescence intensity, uHTS; recombinant STEP, OMFP fluorogenic substrate; inhibition, % at 20 µM; 360,000 tested, 0.25% active; AID 588621, 2011;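 active = inhibition at 20 µM, scaled per plate between control wells, above about 37%, limit read from the data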;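 also: 0% = DMSO with enzyme and substrate and 100% = substrate only without enzyme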
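Assay system: isolated STEP enzyme. Buffer or medium: pH 6.0 Bis-Tris with DTT and Tween 20. Also added: fluorogenic phosphatase substrate OMFP at 25 µM final. Dosing: 20 µM, 1% DMSO. Timing: 20 min reaction, room temperature, in the dark. Measured by: fluorescence intensity, excitation 480 nm, emission 540 nm. Evaluation: normalized % inhibition.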
SUMO1-SIM PPI: modulators of SUMO1 protein-protein interactions, primary screen, biochemical, uHTS; inhibition, % at 20 µM; Small ubiquitin-related modifier 1 (Homo sapiens), P63165; SUMO1 binding to a labelled peptide, TR-FRET, 1 h; 360,000 tested, 0.33% active; in the data active = inhibition above about 37%
An asterisk follows results filed as active; · = no result given.

Below each SMILES – MsrA inh	bovine MsrA act	Scp1 inh	SUMO1-SIM PPI	DNMT1 inh	Tb MetRS inh	STEP inh	E coli Lon inh	NRP1-CendR mod	LMPTP inh
COc1ccc(-c2nnn(CC(=O)N(CC(=O)NC3CCCC3)c3ccccc3F)n2)cc1OC
    -0.7	0.7	-4.7	6.6	7.6	-0.6	1.1	3.6	-7.4	0.2
COc1ccc(Nc2nc(C)cc(=O)[nH]2)c(OC)c1
    0.3	-4.5	-2.5	1.1	-5.4	-0.8	-0.6	-10.6	-3.1	-1.1
CN(Cc1nc2ccccc2n1C)S(=O)(=O)c1ccc(F)cc1
    -0.3	-1.6	-4.3	5.3	-1.1	-0.8	-5.3	-0.9	9.8	-1.1
CN1C(=O)C2C3c4ccccc4C(c4ccccc43)[C@@H]2C1=O (stereo partly drawn)
    -1.0	-1.9	-12.8	-2.2	-0.6	-0.3	-2.2	3.7	7.0	-0.8
O=C(NCc1cccnc1)c1cc(C2CCCN(S(=O)(=O)c3ccccc3)C2)on1 (stereo not drawn)
    1.0	-2.3	·	-1.2	6.0	0.3	-3.4	-5.7	0.3	-0.7
Cc1ccc(F)c(S(=O)(=O)NC(=O)C2(C)CCN2C(=O)C2(c3ccc(Cl)cc3)CC2)c1 (stereo not drawn)
    0.9	-6.6	·	3.7	-0.1	0.0	-1.7	0.5	5.7	-0.3
O=C1CSC(c2ccccc2O)N1Cc1ccccc1 (stereo not drawn)
    -0.2	-0.6	-6.8	5.0	2.5	3.0	-1.9	-1.8	-2.6	0.3
Cc1sc(N2CCN(S(=O)(=O)c3ccc4c(c3)NC(=O)CO4)CC2)nc1-c1ccccc1
    0.6	-1.4	0.6	-2.0	-3.9	-0.7	1.3	-12.3	1.8	2.4
Cc1ccc(CNC(=O)C2CCN(S(=O)(=O)N3CCC4(CC3)OCCO4)CC2)cc1
    0.7	-3.3	2.7	-0.4	0.2	-1.4	0.5	0.2	5.0	-1.9
CCOC(=O)C1C(c2ccc(OC)c(OC)c2)c2c([nH][nH]c2=O)CC1(C)O (stereo not drawn)
    0.2	-1.6	12.4	2.5	-0.2	-0.7	-0.7	-16.8	-3.6	-0.7
COc1ccc(C(=O)/C=C2/Sc3cc4c(cc3N2C)OCO4)cc1
    -0.4	-11.7	8.4	0.7	5.7	-1.4	1.0	-2.1	-30.3	3.0
O=C(Cn1cnc2ccccc2c1=O)NCCC(=O)Nc1ccc2c(c1)OCO2
    -0.4	-3.3	-9.6	-1.6	-0.6	-0.6	-4.2	-2.7	2.7	-0.1
CCCCN(CC)C(=O)Cn1ncc2c3ccccc3n(CCC)c2c1=O
    0.6	-1.5	-6.0	-3.9	-0.5	-1.1	-3.3	0.0	5.2	0.0
CC(O)(c1ccccc1)c1nc(-c2cccc(C(=O)O)c2)cs1 (stereo not drawn)
    1.2	-0.1	·	-8.2	0.6	0.0	-1.1	-16.3	-2.6	-0.1
Cc1ccc(C(=O)NCC(=O)OCC(=O)c2c(N)n(C)c(=O)n(C)c2=O)cc1C
    -0.4	0.1	-8.1	3.3	0.1	-0.1	-2.2	-5.9	-1.0	-0.9
NS(=O)(=O)c1ccc(NC(=O)c2ccc3c(c2)CCN3S(=O)(=O)c2ccccc2)cc1
    -0.4	-2.8	-8.2	-2.0	-8.6	-0.3	-3.6	-4.9	8.3	1.4
COc1cc(S(=O)(=O)NC2CCCCC2C)ccc1Cl (stereo not drawn)
    0.3	-7.0	-3.1	-0.9	-2.2	-1.8	-0.8	-10.8	-11.9	0.8
CC(=O)Cc1cc2cc([N+](=O)[O-])ccc2oc1=O
    -1.1	-0.9	-10.7	-16.2	-2.3	0.3	0.6	0.0	-2.6	-1.9
CC(C)CC(=O)N1CCN(C(=O)CCC2CCCC2)CC1
    0.0	-4.2	-7.0	-0.1	-0.1	-0.9	-7.7	-10.6	11.9	-3.2
Cc1ccc(NC(=O)N(O)C2CCCCC2C#N)cc1 (stereo not drawn)
    -0.3	1.4	-2.8	6.7	-8.8	0.1	-4.0	-1.2	0.8	-0.7
CCC(C)C(NC(=O)OC(C)(C)C)C(=O)NC(Cc1ccccc1)C(=O)OC (stereo not drawn)
    0.7	0.5	-14.6	0.9	2.0	-0.4	6.5	0.2	-13.0	0.6
COc1ccc(CCNC(=O)CSCc2ccc([N+](=O)[O-])cc2)cc1OC
    0.0	-2.4	-9.7	-10.5	-1.3	-0.6	-1.5	8.9	-13.2	-0.2
C=CCn1c(Cc2cccs2)nnc1SCC(=O)c1cccc(Br)c1
    0.7	1.5	5.2	-1.0	-0.5	0.1	-0.9	3.0	3.0	-1.4
Cc1c(C(=O)N2CCC(Cc3ccccc3)CC2)cccc1[N+](=O)[O-]
    0.0	-2.9	12.5	-4.2	-0.8	0.5	0.4	1.3	13.2	0.0
CN(C)CCNc1nc2c(c(=O)[nH]c(=O)n2C)n1CCCc1ccccc1
    0.8	-1.2	-6.0	4.5	-0.4	-0.4	2.2	-3.3	-11.1	-1.1
CCC1NC(=O)c2cccnc2-n2c1nc1ccc(OC)cc1c2=O (stereo not drawn)
    0.4	-1.6	·	-30.4	7.0	0.7	-0.6	-2.5	-0.7	-11.0
N#Cc1ccccc1OCC(=O)Nc1nnc(C2CC2)s1
    1.2	-12.5	0.5	3.8	0.1	-0.5	4.2	-5.2	2.2	-1.5
NS(=O)(=O)c1ccc(CCNC(=O)CSc2ccccc2)cc1
    -0.8	-5.1	-2.3	1.0	0.5	-0.7	-3.8	0.3	2.4	-1.3
Cc1nc2c(N=Nc3ccccc3F)c(N)nn2c(N)c1C#N
    1.1	-4.0	2.2	-0.4	-0.4	-0.1	-0.3	-9.5	-1.3	1.5
Cc1ccccc1C(=O)N1CCN(c2ccc(NC(=O)c3ccc4c(c3)OCO4)cc2)CC1
    -0.1	-2.6	-7.1	2.6	-5.4	-0.3	-0.8	-8.0	-4.6	1.5

3 neighbouring entries from above, for reference:
Below each SMILES – MsrA inh	bovine MsrA act	Scp1 inh	SUMO1-SIM PPI	DNMT1 inh	Tb MetRS inh	STEP inh	E coli Lon inh	NRP1-CendR mod	LMPTP inh
Cc1ccc(C(=O)NCC(=O)OCC(=O)c2c(N)n(C)c(=O)n(C)c2=O)cc1C
    -0.4	0.1	-8.1	3.3	0.1	-0.1	-2.2	-5.9	-1.0	-0.9
NS(=O)(=O)c1ccc(NC(=O)c2ccc3c(c2)CCN3S(=O)(=O)c2ccccc2)cc1
    -0.4	-2.8	-8.2	-2.0	-8.6	-0.3	-3.6	-4.9	8.3	1.4
COc1cc(S(=O)(=O)NC2CCCCC2C)ccc1Cl (stereo not drawn)
    0.3	-7.0	-3.1	-0.9	-2.2	-1.8	-0.8	-10.8	-11.9	0.8

Next section
Below each SMILES – MsrA inh	bovine MsrA act	Scp1 inh	SUMO1-SIM PPI	DNMT1 inh	Tb MetRS inh	STEP inh	E coli Lon inh	NRP1-CendR mod	LMPTP inh
CN(C)C(=O)c1ccc(Nc2ncnc3sc4c(c23)CCCCC4)cc1
    2.8	-2.0	-7.7	4.8	-4.4	-0.5	3.1	-12.7	-3.9	1.1
COCCN(C(=O)COC(=O)/C(=C/c1ccccc1)NC(C)=O)c1c(N)n(Cc2ccccc2)c(=O)[nH]c1=O
    0.2	-4.2	0.9	-4.7	-0.3	-0.4	0.5	-6.5	8.0	-0.4
CN1C(=S)SC(N(O)C(=O)NC2CCCCC2)C1(C)C (stereo not drawn)
    -1.8	-2.9	-7.0	-2.2	7.5	1.6	-3.5	6.6	-11.7	-0.9
CC1=NCCN1CCNC(=O)Nc1ccc(F)cc1
    0.9	-2.8	-6.6	1.3	2.4	-0.7	-2.0	7.1	5.8	-3.0
COC(=O)c1ccc(C(=O)OC)c(NC(=S)N2CCN(c3ccc(F)cc3)CC2)c1
    -0.2	-2.8	-0.9	2.5	1.4	-0.3	-2.1	-4.0	-3.6	-0.4
CC(C)(c1ccccc1)c1ccc(OCCCNCCO)cc1
    -0.1	-8.9	-4.8	1.4	2.8	-2.9	4.5	0.0	-3.8	-1.9
O=C(Nc1cccnc1)c1ccc(NS(=O)(=O)c2cc([N+](=O)[O-])ccc2Cl)cc1
    1.3	-1.4	28.7	-4.2	8.0	0.8	-1.8	-13.8	-3.9	1.2
COCCSc1ccccc1C(=O)Nc1ccccc1C(C)C
    0.5	-2.7	-8.1	-0.5	2.1	0.1	2.5	0.6	10.0	-0.6
CC(C)C[C@@H](CN1CCCC1CN1C(=S)NC[C@@H]1Cc1ccccc1)N1C[C@H](Cc2ccccc2)N(CCc2ccccc2)C1=S (stereo partly drawn)
    -0.9	-5.2	·	2.2	·	-1.3	·	-8.6	-12.9	1.4
COc1cc(/C=N/NS(=O)(=O)c2ccc(C)c([N+](=O)[O-])c2)ccc1O
    1.6	-3.5	-7.1	-11.4	3.1	0.0	-3.4	4.5	-4.0	0.2
COc1ccc(Cl)cc1N1C(=O)CC(Sc2ccccc2N)C1=O (stereo not drawn)
    0.6	-2.6	-3.8	4.9	-2.0	-0.6	-1.5	9.1	10.1	2.1
CCC(/C=N/NC(=O)C(=O)N/N=C/C(CC)CC)CC
    -0.8	-7.8	-1.1	-0.2	4.0	-0.4	-2.5	-5.0	-0.3	-0.8
CCCOc1ccccc1/C=C(\C#N)C(=O)Nc1cccnc1
    0.5	-0.3	13.3	-9.9	-0.6	-0.2	-1.9	-5.0	-11.2	0.4
CC(C)NC(=O)c1onc(CSc2cccc3ccccc23)c1C(=O)O
    1.0	-1.5	-4.4	-2.8	-2.5	-0.1	2.5	-6.6	-6.9	-0.5
CCOC(=O)CC(NC(=O)c1ccc(C)cc1)c1ccc(C)cc1 (stereo not drawn)
    0.9	-7.1	-7.8	2.7	1.4	0.7	2.2	0.1	-10.7	-0.9
CCN(C(=S)Nc1ccc(C(C)=O)cc1)C1CCCCC1
    1.3	-5.1	-2.3	-0.8	-2.8	0.0	7.7	4.0	-8.7	-0.6
CSc1nc(N)nc2c1ncn2CC(=O)NCc1ccc2c(c1)OCO2
    -0.1	-5.0	3.9	2.9	4.9	-1.8	-1.4	-0.3	-6.0	-2.3

Assay outcomes: PubChem, several laboratories
